PolyA inhibitor: polyadenylation inhibitors in yeast reporter cells, primary screen, luminescence, S. cerevisiae; S. cerevisiae SKY197-pL101 polyadenylation reporter, beta-gal luminescence; efflux-impaired pdr1/pdr3 knockout yeast; score 100 = 6 SD above DMSO; calls only at 12 µM; hit rate 0.02% among 300,000; AID 1875, 2009;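 active = lowest replicate activity score at least 50, where 100 means six control SD above control mean; inconclusive = lowest score under 50 but half or more replicates reach 50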;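 also: yeast exposed to compound for 9 h at 30 °C; higher score means more reporter readthrough which indicates perturbed polyadenylation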
AI-2 QS mod: Vibrio harveyi AI-2 quorum sensing modulators, primary screen, JMH597 strain, luminescence/OD600 ratio | Vibrio harveyi JMH597 AI-2 luminescence/OD600 ratio, 9 h; stronger effect = lower value; strain lacks LuxN and CqsS sensors; 0 = neutral-control median | hit rate 0.4% among 300,000 | activity change, % at 7.5 µM | AID 2094, 2009; in the data active = activity change below about -75%, passing the limit was not always enough; inconclusive = no clear call, values can overlap the other calls;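 also: luminescence divided by OD600 gain over 9 h not by final OD600 alone; inactives centre near 13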
KLF5 inh: KLF5 expression inhibitors, primary screen, DLD-1 cells, luminescence | DLD-1 KLF5 promoter-luciferase reporter | AID 1700, 2009 | hit rate 0.23% among 290,000 | inhibition, % at 5 µM;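 active = inhibition above a per-plate limit of that plate's mean compound inhibition plus 3 SD, cut at about 60% in these data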;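 also: 0% = DMSO wells and 100% = LY294002 at 200 µM; higher means less KLF5 promoter-driven luciferase light; inactives centre near -14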
GSK3beta inhib: human GSK3beta kinase inhibitors, primary screen, biochemical, cell-free homogeneous, HTS; activity score (negative = inhibition), % at 10 µM; GST-GSK3beta kinase, ADP-Glo luminescence, 60 min; stronger effect = lower value; hit rate 0.038% among 300,000; Glycogen synthase kinase-3 beta (Homo sapiens), P49841; AID 2097, 2009;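 active = more than half of replicate wells score below -50%, meaning over 50% inhibition versus plate controls; inconclusive = some replicates but at most half score below -50%; inactive = no replicate scores below -50%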;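 also: 0% = median DMSO wells and -100% = median GW8510 positive control wells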
Target sequence (P49841 whole entry, looked up): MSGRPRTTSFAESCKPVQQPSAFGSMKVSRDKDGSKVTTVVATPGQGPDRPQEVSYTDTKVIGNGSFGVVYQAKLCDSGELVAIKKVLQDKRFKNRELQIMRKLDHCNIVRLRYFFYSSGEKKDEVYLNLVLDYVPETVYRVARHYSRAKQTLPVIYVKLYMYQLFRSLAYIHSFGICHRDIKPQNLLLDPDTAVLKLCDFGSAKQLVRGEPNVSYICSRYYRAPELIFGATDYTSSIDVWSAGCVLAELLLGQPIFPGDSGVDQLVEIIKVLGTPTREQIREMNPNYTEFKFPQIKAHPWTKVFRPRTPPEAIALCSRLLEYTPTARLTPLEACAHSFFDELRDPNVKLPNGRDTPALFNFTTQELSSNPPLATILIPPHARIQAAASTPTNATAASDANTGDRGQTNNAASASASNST
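Test system: GST-fused GSK3beta enzyme, cell-free | Quantity: 1.6 ng GST-GSK3beta enzyme per well | Reagent: 25 µM ATP with peptide substrate | Schedule: 60 min enzyme reaction, room temperature | Signal: Luminescent ADP-Glo measurement of ADP formed | Read-out basis: Score relative to plate controls | Control set: DMSO and 20 µM GW8510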
HSF1 inhib: HSF1 inhibitors in luciferase reporter cells, primary screen, cell-based, NIH3T3, luminescence | hit rate 0.77% among 300,000 | NIH3T3-HGL HSE-luciferase, MG132-induced, luminescence 8 h; stronger effect = lower value | activity change, negative = inhibition, % at 7.5 µM (by protocol) | AID 2098, 2009;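 active = more than half of replicate wells show activity change below -50%, luminescence cut by over half; inconclusive = some wells, but at most half, below -50%; inactive = no replicate well below -50%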;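 also: luciferase reports HSF-1 transcriptional activity via heat shock element; 0% = median of DMSO wells and -100% = zero luminescence signal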
GSK3 alpha inh: blockers of GSK3A enzyme activity – biochemical, luminescence, cell-free homogeneous, HTS, primary screen | Glycogen synthase kinase-3 alpha (Homo sapiens), P49840 | GSK-3 alpha kinase, ADP-Glo luminescence, 60 min | inhibition, % at 10 µM | hit rate 0.1% among 320,000;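 in the data active = inhibition above about 50%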;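 also: GST-tagged GSK-3 alpha with peptide substrate and 25 µM ATP; 0% = DMSO neutral wells and 100% = GW8510 positive control wells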
Target sequence (P49840 whole entry, looked up): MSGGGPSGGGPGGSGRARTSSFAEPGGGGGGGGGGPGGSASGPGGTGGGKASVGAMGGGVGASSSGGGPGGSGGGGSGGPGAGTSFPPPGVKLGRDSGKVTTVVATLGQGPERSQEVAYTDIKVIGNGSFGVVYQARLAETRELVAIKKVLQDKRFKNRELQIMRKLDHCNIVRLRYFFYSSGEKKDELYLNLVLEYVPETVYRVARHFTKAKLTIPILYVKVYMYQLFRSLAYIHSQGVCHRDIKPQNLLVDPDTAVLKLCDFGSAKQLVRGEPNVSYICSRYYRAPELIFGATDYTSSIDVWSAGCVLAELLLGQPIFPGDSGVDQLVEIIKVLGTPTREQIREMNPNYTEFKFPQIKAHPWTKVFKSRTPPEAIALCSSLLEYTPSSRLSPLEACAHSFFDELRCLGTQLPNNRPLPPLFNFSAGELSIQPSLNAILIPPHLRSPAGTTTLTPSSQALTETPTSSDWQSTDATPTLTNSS
IEC-6 tox: cytotoxicity in IEC-6 intestinal epithelial cells, primary screen, cytotoxicity control for KLF5 inhibitor project, cell-based, luminescence; IEC-6 cytotoxicity, luminescence viability; inhibition, % at 5 µM; hit rate 0.78% among 290,000; AID 1825, 2009; in the data active = inhibition above about 22%;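 also: 0% = plate median of test compound wells and 100% = cytotoxic reference compound wells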
HSF-1 act: HSF-1 activators, primary screen, NIH3T3-HGL cells, MG132 stress, luminescence, single point. NIH3T3-HGL HSF-1 luciferase reporter, 8 h; 100% = twice DMSO control signal. activation, % at 9 µM. hit rate 1.7% among 300,000. AID 504408, 2011;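 active = mean replicate activation of at least 50% with a set share of replicates each reaching 50%; inconclusive = only one of those two conditions met; inactive = mean below 50% and too few replicates reaching it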;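 also: 0% = median of the neutral control wells and 100% = twice that signal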
aSyn UTR inh: MLPCN primary screen, SNCA 5' untranslated region | inhibition, % (tested at 7.5 µM) | alpha-synuclein 5'UTR reporter, inhibitor activity | hit rate 0.82% among 300,000 | AID 1813, 2009; in the data active = inhibition above about 60%; inconclusive = no clear call, values can overlap the other calls;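 also: H4 neuroglioblastoma cells stably carrying SNCA 5'UTR luciferase fusion; 0% = DMSO wells and 100% = positive control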
HSP90 refold inh: HSP90 inhibitors, primary screen, cell lysate, luminescence; Rabbit reticulocyte lysate, luciferase refolding luminescence, 3 h; inhibition, % at 5.6 µM; hit rate 0.91% among 290,000; AID 1789, 2009;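 active = inhibition above the screen-wide mean plus 3 SD, computed separately per campaign, cut at about 16% in these data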;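 also: 0% = DMSO wells and 100% = 60 µM geldanamycin wells; inhibitors lower the luminescence because luciferase stays unfolded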
Starred values were filed as active, the others as inactive; i = inactive; ? = inconclusive; . = no result given. This is a subset; the hit share may differ from the screen's.

SMILES	PolyA inhibitor	AI-2 QS mod	KLF5 inh	GSK3beta inhib	HSF1 inhib	GSK3 alpha inh	IEC-6 tox	HSF-1 act	aSyn UTR inh	HSP90 refold inh
CCOc1cc2c(cc1OC)C(c1cccc([N+](=O)[O-])c1)NCC2 (stereo unspecified)	i	1	-29	3	8	0	3	3	28	2
Cc1cccc2c(CCNC(=O)c3ccc([N+](=O)[O-])cc3)c[nH]c12	i	7	-27	-1	0	-1	5	17	0	-2
O=C(NCCc1ccc(Cl)cc1)C1CCCO1 (stereo unspecified)	i	7	-28	0	0	-1	0	-21	-14	-2
C=CCn1c(SCC(=O)c2c(N)n(C)c(=O)n(C)c2=O)nc2sc(C)c(C)c2c1=O	i	.	-16	.	-1	-1	3	-10	30	-2
O=C(O)c1ccc(Nc2cnc3ccccc3n2)cc1	i	22	-67	-3	-8	1	8	-11	-10	-4
COCCCNCCOc1cc(C(C)C)ccc1C	i	26	-24	-7	0	-7	1	5	7	1
CCN(CC)C(=O)c1sc2nc(-c3ccccc3)ccc2c1N	i	30	-78	1	19	-1	3	?	-178	17*
Cc1nc(C(=O)NCc2ccccc2)sc1C1(C)CC(c2cccc([N+](=O)[O-])c2)=NO1 (stereo unspecified)	i	-4	.	1	1	-4	.	-13	25	.
CCCN1CCC(NCc2cn(C)nc2-c2ccc(Oc3ccccc3)cc2)CC1	i	5	-9	0	-3	0	36*	-5	-33	5
CC1CN(C(=O)CCCN2C(=O)c3ccccc3C2=O)CC(C)O1 (stereo unspecified)	i	0	-14	-26	-2	-3	-4	-14	5	-3
C=C(C)C(=O)N1CC2(CC(c3cccc(NC(=O)COc4ccc(Cl)cc4)c3)=NO2)C[C@@H]1C(N)=O (stereo partly specified)	i	28	.	-4	5	3	.	30	16	.
O=C(Cn1c(CC(=O)N2CCCC2)nc2ccccc21)NCc1ccccc1	i	1	-2	-10	3	-2	-4	-18	11	3
COc1ccc(C(=O)Nc2ccc(S(=O)(=O)Nc3nccc(C)n3)cc2)cc1	i	24	7	1	-8	-3	-1	-5	20	2
S=c1[nH]nc(-c2cc3c(s2)-c2ccccc2CC3)o1	i	44	-8	-8	18	40	2	10	-123	-1
CCN(CC)CCn1c(NS(=O)(=O)c2ccc(Cl)cc2)nc2ccccc21	i	6	-2	2	3	-2	8	-11	-9	3
Cc1cc(C)cc(OCC(=O)N/N=C/c2ccc([N+](=O)[O-])o2)c1	i	?	-7	-4	18	0	-2	25	-32	-1
COC(=O)/C=C1\S/C(=N\N=C\CC(=O)OC)NC1=O	i	-14	-11	1	-3	-3	7	11	8	7
COc1ccc2nc(NC(=O)c3ccc4ncsc4c3)sc2c1	i	48	-144	2	16	-2	1	29	-134	4
Cc1ccc(-c2cnn(-c3cccc(C(F)(F)F)c3)c2N)cc1	i	15	-115	-1	18	-3	-6	53*	-147	-3
O=C(N/N=C/c1c[nH]c2ccccc12)c1ccccc1Cl	i	28	-40	1	3	4	5	-10	-25	0
Cc1ccc(/C=C/C(=O)N2CCN(S(=O)(=O)c3ccc(C)c(C)c3)CC2)o1	i	8	-5	-17	33	-1	-3	30	5	15
CSc1ccccc1NC(=O)CN(C)C(=O)Cn1c(=O)oc2ccccc21	i	13	.	1	5	1	.	0	14	.
O=C(N/C=N/O)C(c1ccccc1)c1ncc(C(F)(F)F)cc1Cl (stereo unspecified)	i	3	-27	-1	1	-2	-1	16	-8	1
O=C(c1ccc(Cl)c(S(=O)(=O)N2CCCCCC2)c1)N1CCCCC1	i	19	-27	-2	8	-2	1	6	-7	3
Cc1ccc(CNC(=O)C2CCCN(c3cnccn3)C2)cc1 (stereo unspecified)	i	23	-43	0	5	-1	-8	-8	-14	-2
CCc1ccc(Nc2nnc(SCC(=O)NC(=O)c3cccn3C)s2)cc1	i	-17	-24	0	0	-1	-4	-8	7	4
O=C(Nc1ccc(F)cc1)/C(Cl)=C/c1ccccc1	i	-51	-125	0	27	2	-4	36	-258	4
COc1ccc(S(=O)(=O)CCC(=O)N2CCN(c3cccc(Cl)c3)CC2)cc1	i	3	-17	1	-2	0	-3	4	18	-1
CNC(=S)NNC(=O)COc1ccc(C)c(C)c1	i	7	-29	-1	11	-3	0	27	5	-3
CCOc1ccc2nc(NCCCNS(=O)(=O)c3ccc(F)cc3)c(C#N)cc2c1	i	18	-18	5	5	-2	2	6	16	0
Cc1cc(O)c(-c2cc(C(=O)NCc3ccc4c(c3)OCO4)[nH]n2)cc1C	i	31	8	2	1	1	11	-1	21	3
COc1cc(C(=O)NCCc2c[nH]c3ccccc23)ccc1OCc1c(C)noc1C	i	3	3	2	13	1	-2	-4	36	-5
COC(=O)c1ccncc1N	i	22	-15	2	-1	-1	2	3	13	1
CCN1CCN(C(=O)CN(c2cc(OC)ccc2OC)S(C)(=O)=O)CC1	i	13	-11	2	-8	3	3	7	-20	0
COc1ccc(S(=O)(=O)Nc2ccc3c(c2)COC3=O)cc1OC	i	18	-8	2	-4	-2	-7	0	0	0
O=C(c1ccccc1)c1ccc(OC(=O)N2CCCC2)cc1	i	17	-92	4	15	-2	1	22	-66	-1
CCc1c(C)sc(NC(=O)/C=C/C(=O)O)c1C(N)=O	i	-5	-22	-1	7	0	-1	5	-23	2
Cc1ccc(NC(=O)CN2C(=O)CCSc3ccc(S(=O)(=O)N4CCCC4)cc32)cc1	i	6	-3	-2	-10	-3	11	-10	-8	-1
COc1ccc(Cc2nnc(NN)[nH]c2=O)cc1OC	i	0	-40	-1	2	-3	-8	1	4	-1
C/C(=N\NC(=O)c1cccc2ccccc12)c1cccs1	i	2	-66	6	8	-2	2	23	-56	1
CCOCCCNCc1c(Cl)cccc1Cl	i	31	9	2	2	-3	2	6	-2	-7
CCOC(=O)c1c(NC(=O)C(=O)N/N=C/c2ccc(OCC)cc2)sc2c1CCCCC2	i	-2	7	1	0	0	1	0	15	-3
CCOc1cc(/C=N/Nc2nc3ccccc3[nH]2)cc(Br)c1OCC(=O)N(C)C	i	55	-5	-1	-8	-4	11	-2	-59	2
Cn1nnc2cc(C(=O)Nc3ccccc3)ccc21	i	16	-18	-6	13	-3	4	19	-59	3
Cc1ccc(N(CC(=O)NCc2ccccc2)C(=O)CCC(=O)Nc2ccccn2)cc1	i	22	14	0	1	0	-4	-12	4	-2
CCOCCn1c(=O)c2c(nc3n2CCCN3CCc2ccccc2)n(C)c1=O	i	18	6	7	6	1	-6	16	12	3
COc1ccc(NC(=O)c2oc3ccccc3c2NC(=O)C2CC2)cc1OC	i	8	-27	5	-5	1	-3	4	-14	-1
CC1(C(=O)N/N=C/c2ccccc2)CC1(Br)Br (stereo unspecified)	i	18	-38	1	-11	-1	3	-12	13	-1

The final 2 records of the section before open the next one.
SMILES	PolyA inhibitor	AI-2 QS mod	KLF5 inh	GSK3beta inhib	HSF1 inhib	GSK3 alpha inh	IEC-6 tox	HSF-1 act	aSyn UTR inh	HSP90 refold inh
COc1ccc(NC(=O)c2oc3ccccc3c2NC(=O)C2CC2)cc1OC	i	8	-27	5	-5	1	-3	4	-14	-1
CC1(C(=O)N/N=C/c2ccccc2)CC1(Br)Br (stereo unspecified)	i	18	-38	1	-11	-1	3	-12	13	-1
CCOC(=O)c1csc(COc2ccc(OC)cc2)n1	i	20	-58	-4	22	-1	1	64*	-53	20*
COc1ccc(C)cc1S(=O)(=O)N1CCN(Cc2ccccc2)CC1	i	67	-26	1	5	-1	-2	24	-7	-1
Oc1c(CN2CCCC(C(F)(F)F)C2)cc(Cl)c2ccccc12 (stereo unspecified)	i	-1	3	2	6	-2	4	-9	-6	7
CCOC(=O)C1CN(S(=O)(=O)c2ccccc2)C1	i	-5	17	2	10	-3	-8	12	4	-3
CC(=O)Nc1ccc(OCC(=O)NC(C)C(C)C)cc1 (stereo unspecified)	i	4	-19	0	-7	-1	4	-8	-5	-4
CN(C(=O)C(C)(C)C)C1c2c(ccc3ccccc23)OCC1CO (stereo unspecified)	i	8	-17	-3	1	0	-1	6	17	0
CCCc1nc2c(o1)CC(CC(C)SCC)CC2=O (stereo unspecified)	i	-5	-15	-6	-6	-1	-2	22	-6	-3
Cc1ccc2nc(NC(=O)c3ccc(Br)o3)sc2c1	i	9	-114	0	35	-2	8	48	-82	6

Structural class: the entries above with a Cl atom.
SMILES	PolyA inhibitor	AI-2 QS mod	KLF5 inh	GSK3beta inhib	HSF1 inhib	GSK3 alpha inh	IEC-6 tox	HSF-1 act	aSyn UTR inh	HSP90 refold inh
O=C(NCCc1ccc(Cl)cc1)C1CCCO1 (stereo unspecified)	i	7	-28	0	0	-1	0	-21	-14	-2
C=C(C)C(=O)N1CC2(CC(c3cccc(NC(=O)COc4ccc(Cl)cc4)c3)=NO2)C[C@@H]1C(N)=O (stereo partly specified)	i	28	.	-4	5	3	.	30	16	.
CCN(CC)CCn1c(NS(=O)(=O)c2ccc(Cl)cc2)nc2ccccc21	i	6	-2	2	3	-2	8	-11	-9	3
O=C(N/N=C/c1c[nH]c2ccccc12)c1ccccc1Cl	i	28	-40	1	3	4	5	-10	-25	0
O=C(N/C=N/O)C(c1ccccc1)c1ncc(C(F)(F)F)cc1Cl (stereo unspecified)	i	3	-27	-1	1	-2	-1	16	-8	1
O=C(c1ccc(Cl)c(S(=O)(=O)N2CCCCCC2)c1)N1CCCCC1	i	19	-27	-2	8	-2	1	6	-7	3
O=C(Nc1ccc(F)cc1)/C(Cl)=C/c1ccccc1	i	-51	-125	0	27	2	-4	36	-258	4
COc1ccc(S(=O)(=O)CCC(=O)N2CCN(c3cccc(Cl)c3)CC2)cc1	i	3	-17	1	-2	0	-3	4	18	-1
CCOCCCNCc1c(Cl)cccc1Cl	i	31	9	2	2	-3	2	6	-2	-7
Oc1c(CN2CCCC(C(F)(F)F)C2)cc(Cl)c2ccccc12 (stereo unspecified)	i	-1	3	2	6	-2	4	-9	-6	7

Bioassay records: PubChem BioAssay, several laboratories
